pAkt inh = Akt phosphorylation inhibition; Neuro2A IGF-stimulated pAkt S473 HTRF, 20 min; stronger effect = lower value; activity change, % for hits at 50 µM; hit rate 0.32% among 360,000; AID 651550; in the data active means activity change below about -80%; inconclusive means mostly about -51% to -80%; further: on the % scale 0 is the no-effect control and ±100 the full control effect
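Neuro2A cells (4,500/well, DMEM with 0.5% FBS) were treated with compound at a single 50 µM final concentration, stimulated with 6 nM IGF for 20 min at 37 °C, and lysed. Phospho-Akt Ser473 was read by HTRF as 665/615 ratio ×10^4.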
Mm-Cpn inhibitor = M. maripaludis TRiC chaperonin inhibition. hit rate 0.031% among 330,000. AID 504842. Potency, µM (highest dose often 76.9 µM), inactives show top-dose activity, negative = inhibition, usual class: inhibitors. purified Mm-Cpn ATPase, ADP Transcreener TR-FRET; further: potency means the concentration at half of the fitted maximal effect; on the % scale 0 is the no-effect control and ±100 the full control effect; nearly all actives have a fitted effect of over 80% in size
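Inhibition of chaperonin ATP hydrolysis is measured as reduced ADP production, detected by competitive TR-FRET in which signal falls with ADP. Final enzyme 25 nM and ATP 10 uM, reacted 30 min at 37°C.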
A549 viability = A549 cytotoxicity, counter-screen for Nrf2 inhibitors | A549 ARE-Fluc cells, CellTiter-Fluor viability, 18-24 h | Potency, µM (series often up to 46 µM), for the others: at the highest dose activity change, negative = cytotoxicity, usual class: inhibitors | hit rate 0.16% among 390,000 | AID 504648; further: potency means the concentration at half of the fitted maximal effect; on the % scale 0 is the no-effect control and ±100 the full control effect
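A549 ARE_Fluc cells in 5% FBS OPTI-MEM were exposed to compounds in concentration-response for 18-24 h at 37 deg C. Viability was read by CellTiter-Fluor fluorescence (Ex 405/Em 525) after 30 min, before the luciferase read.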
Abeta rescue = restores growth of yeast expressing A-beta42 peptide | yeast expressing A-beta42, growth rescue, OD600, 48 h; response scale: 0% DMSO, 100% iron-clioquinol control | Potency, µM (series often up to 46.1 µM), inactives show at the top dose growth rescue, hits mostly activators | hit rate 0.063% among 410,000; further: potency means the concentration at half of the fitted maximal effect; nearly all actives have a fitted effect of over 55% in size
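Yeast A-beta toxicity model in growth medium with pinned compounds, 48 h at 30 C; growth read as absorbance at 600 nm. Normalized to FeCl3/clioquinol equimolar mix (positive) and DMSO (negative).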
CCT chaperon mod = changes cytosolic chaperonin activity. hit rate 0.3% among 360,000. purified chaperonin ATPase assay, HTRF ADP detection, 30 min. activity change, % (test concentration not listed), hits read low. AID 651819; in the data active means activity change below about -30%; further: on the % scale 0 is the no-effect control and ±100 the full control effect
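We incubate TRiC, 40 or 20 nM final, with library compounds at 76 uM and 10 uM ATP for 30 min at 37 °C. ADP formed is detected with Transcreener HTRF reagents after 30 min at room temperature.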
TGFb inhibitor = TGF-b pathway inhibition; AID 588855; hit rate 1.2% among 410,000; HepG2 CAGA-GFP TGF-b/SMAD3 reporter, GFP fluorescence, 18 h; TGF-beta stimulated, 500 pg/mL final; Potency, µM (top dose mostly 46.1 µM), for the others: top-dose activity, negative = inhibition, hits mostly inhibitors; further: potency means the concentration at half of the fitted maximal effect; on the % scale 0 is the no-effect control and ±100 the full control effect; nearly all actives have a fitted effect of over 65% in size
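Cell-based qHTS in HEPG2 carrying a CAGA-GFP Smad reporter; compounds added before 500 pg/mL final TGF-beta, 18 h incubation at 37 degrees C, GFP fluorescence quantified per cell by imaging cytometry.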
HepG2 viability = kills HepG2 cells in TGF-b inhibitor counter-screen; HepG2 CAGA-GFP viability, ATP luminescence, 18 h; hit rate 0.76% among 410,000; Potency, µM (titrated, usually from 46.1 µM), for the others: at the top dose activity change, negative = cytotoxicity, actives largely listed as cytotoxic; further: potency means the concentration at half of the fitted maximal effect; some results filed as inactive show a strong effect at the top dose
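HepG2 CAGA-GFP cells (1000/well, DMEM with 1% FBS) received compound, then TGF-beta at 500 pg/mL final, and were incubated 18 hours at 37 degrees C. Viability was read by CellTiter-Glo luminescence. Media-only wells were set as complete cell-killing and DMSO as no toxicity.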
Nrf2 inh = blocks Nrf2 signaling; hit rate 2.1% among 360,000; AID 504444; Potency, µM (doses to about 46 µM), for the others: at the highest dose activity change, negative = inhibition, usual class: inhibitors; A549 ARE-Fluc reporter, luciferase luminescence, 18-24 h; further: potency means the concentration at half of the fitted maximal effect; on the % scale 0 is the no-effect control and ±100 the full control effect; nearly all actives have a fitted effect of over 60% in size
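In this cell-based qHTS, ARE-driven firefly luciferase in A549 cells reports Nrf2 activity; the luminescent signal after BugLite lysis is the measured value, with a prior CellTiter-Fluor read for cell health.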
Nrf2 activator = activators of Nrf2 (ARE) signaling. hit rate 0.31% among 410,000. AREc32 ARE-luciferase reporter (MCF7-derived line), luminescence, 24 h. Potency, µM (highest dose often 46.1 µM), inactives show top-dose activation, hits mostly activators; further: potency means the concentration at half of the fitted maximal effect; % of control where 0% means no effect; nearly all actives have a fitted effect of over 65% in size
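Each well held 1000 AREc32 cells, which were incubated with compound for 24 hr at 37 deg C after overnight attachment, and ARE reporter activity was quantified by firefly luciferase luminescence.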
Active calls of the source: *; i = inactive; u = inconclusive; x = no result given; & = joins results of further samples; [ ] = dose if it differs, or a comment. Unless noted, the call rests on the fitted dose curve; in most records, active means well fitted curve in the direction sought with a large enough effect; inconclusive means small, poorly fitted or top-dose-only effect, or another doubt; inactive means no such curve, though single readings can be large; an effect the other way counts as inactive or inconclusive.

SMILES	pAkt inh	Mm-Cpn inhibitor	A549 viability	Abeta rescue	CCT chaperon mod	TGFb inhibitor	HepG2 viability	Nrf2 inh	Nrf2 activator
COc1ccc(OC)c(C(=O)/C=C/c2cccnc2)c1	i	-6%	-1%	-13%	-1.9	u	-44%	-2%	6.4%
CC(=O)C1=C(C)NC(SCC(=O)c2ccc(F)cc2)=C(C#N)C1CC(C)C (stereo not given)	i	-11%	-7%	21%	0.2	-3%	5%	-24%	4.2%
O=C(COC(=O)CCSc1ccccc1)NCc1ccccc1	i	-1%	-5%	-5%	-5.7	10%	-2%	1%	2.7%
COc1ccc(Br)cc1/C=N/NC(=O)c1ccc(OC)c(OC)c1	i	2%	7%	-10%	-3.6	8%	1%	4%	0.8%
CCNc1sc(C(=O)c2cccs2)c(N)c1-c1nc2ccccc2s1	i	-2%	-20%	-12%	1.1	4%	-16%	5%	9.3%
CCCCC(=O)NNC(=O)N1c2ccccc2Sc2ccccc21	i	-7%	9%	-5%	1.9	-4%	-1%	10%	0.1%
O=c1c2ccccc2[nH]c(=S)n1Cc1cccnc1	i	-1%	1%	-12%	-1.6	14%	-2%	-1%	-0.6%
Cn1cc2ccc(N)cc2n1	i	-1%	0%	20%	-7.5	-8%	-1%	-8%	0.3%
CCN(CC)C(=O)C1=C(C)N(Cc2ccc(F)cc2)C(=O)C(CC(=O)NCc2ccco2)C1 (stereo not given)	i	x	x	3%	0.7	4%	-3%	x	-0.9%
COc1cccc(NC(=O)CCN2C(=O)c3ccccc3Sc3ncccc32)c1	i	0%	-1%&5%	8%&-9%	-2.0	13%&10%	-2%&-12%	u	-0.4%&3.4%
O=C(NC(O)C(=O)c1ccccc1)c1cccs1 (stereo not given)	i	2%	-3%	-5%	-0.1	-22%	4%	-18%	0.2%
CCOC(=O)C1CCN(C(=O)c2ccccc2NC(=O)c2ccc(Br)cc2)CC1	i	1%	3%	6%	-14	-10%	-1%	6%	-0.9%
C=CCC(CC=C)(CNC(=O)C(=O)Nc1ccc(C)cc1)c1ccccc1	x	x	-5%	-27%	x	7%	4%	1%	2.5%
Cc1ccc(Sc2c(C)[nH]n(C(C)(C)C)c2=O)cc1	i	0%	-1%	-13%	-1.9	-27%	-12%	-13%	-0.5%
Cc1ccc(NC2c3ncccc3C(=O)N2Cc2ccco2)c(C)c1 (stereo not given)	i	1%	0%	-3%	-4.5	0%	4%	8%	0.9%
O=C(O)C1=CC[C@@H](c2ccc(Cl)cc2)N(S(=O)(=O)c2ccc(Cl)cc2)[C@H]1c1ccc(F)cc1	i	1%	-9%	-30%[inhibitor]	-0.8	u	-21%	u	-0.9%
O=C(Nc1ccc2c(c1)OCCO2)C1c2ccccc2OCC(=O)N1Cc1ccccc1 (stereo not given)	i	x	x	-17%	-0.5	x	x	x	0.6%
O=C(c1cc2nc(-c3ccc(Cl)cc3)cc(C(F)(F)F)n2n1)N1CCOCC1	i	2%	4%	u	2.1	-2%	-7%	-2%	0.4%
CCOC(=O)c1cc2c(=O)n3ccccc3nc2n(C(C)C)c1=NC(=O)c1c(-c2ccccc2Cl)noc1C	i	2%	-6%	-4%	1.9	14%	1%	u	-0.6%
Cc1n[nH]c(=O)c2c(NC(=O)CSc3c(Cl)cccc3Cl)oc(C)c12	i	u	-2%	1%	1.7	u	-19%	-16%	-0.5%
Cc1cc(C(=O)CSc2nnc(-c3ccco3)o2)c(C)n1CC1COc2ccccc2O1 (stereo not given)	i	-13%	-3%	2%	-4.1	-8%	-11%	u	0.5%
COc1ccccc1C=Cc1ccnc2ccccc12	i	x	-2%	-1%	1.4	-4%	-28%	u	u
CN(C)c1ccc(S(=O)(=O)N2CCC(Cc3ccccc3)CC2)cn1	i	1%	-4%	11%	-1.9	-7%	0%	21µM*	-0.3%
O=C(Nc1ccc2c(c1)OCCO2)c1cccc(Cl)c1Cl	i	4%	0%	-51%[inhibitor]	-1.9	9%	-7%	u	12%
O=C(CSc1nc2ncc(Cl)cc2[nH]1)c1c[nH]c2ccccc12	i	-15%	2%	-10%	0.4	-28%	-16%	1%	4.5%
CCCC(C(=O)n1nc(C)cc1C)C(NS(=O)(=O)c1ccc(C)cc1)c1ccccc1 (stereo not given)	i	-1%	u	6%	-1.5	u	-21%	x	3.4%
COC(=O)c1ccccc1NC(=O)c1cnc2sccn2c1=O	x	1%	5%	21%	0.5	25%	-2%	8%	2.4%
O=C(NCc1ccc2c(c1)OCO2)c1ccc2c(c1)OCCO2	i	1%	-6%	u	-0.1	2%	-56%	2%	0.4%
CC[n+]1c(C)cc(C)n1-c1ccccc1	i	-1%	-2%	0%	1.4	8%	-1%	-1%	0.2%
CN(Cc1ccccc1)C(=C(Cl)Cl)C(=C1NCCN1)[N+](=O)[O-]	i	-2%	-7%	-2%	-1.3	1%	6%	-3%	9.0%
O=c1cc(CN2CCN(c3cccc(Cl)c3)CC2)c2cc(O)c(-c3ccccc3)cc2o1	i	-7%[15.4 µM]	7%	-6%	-1.4	0%	-12%	5%	-0.6%
O=S(=O)(c1ccc2ccccc2c1)N1CCN(S(=O)(=O)N2CCOCC2)CC1	i	x	-6%	3%	-0.4	-2%	-3%	-12%	-0.3%
Cc1ccc(C)c(OCc2n[nH]c(=S)o2)c1	i	0%	5%	-1%	-2.7	3%	-19%	-10%	0.4%
COc1ccc(NC(=O)C2CCN(S(=O)(=O)c3cccc(-c4noc(C)n4)c3)CC2)cc1OC	x	x	9%	-4%	x	u	-28%	x	4.2%
Cn1cccc1/C=N/NC(=O)C(O)c1ccccc1 (stereo not given)	i	-1%	-2%	13%	0.2	0%	-12%	2%	-0.3%
COc1ccc(NC(=O)Cn2nnc(C(=O)NCc3cccs3)c2N)cc1OC	i	0%	2%	23%	-1.7	20%	7%	14%	-0.4%
O=C(Nc1ccccc1OC(F)F)c1ccc(Br)o1	i	2%	2%	0%	-3.3	8%	-28%	2%	-0.3%
CCC(CC)C(=O)Nc1nnc(S(=O)(=O)N2CCCc3ccccc32)s1	i	0%	0%	3%	-0.1	-11%	4%	-1%	-0.7%
O=C(NCc1cccc(Cl)c1)c1ccncc1	i	1%	0%	2%	-3.0	3%	7%	0%	-0.1%
Cn1c(=O)n(Cc2ccco2)c(=N)c2c3c(sc21)CCCC3	i	-4%	-3%	7%	-3.4	1%	-19%	-28%	u
CCc1cc2c(=O)c(-c3ccc4c(c3)OCCO4)c(C)oc2cc1OS(C)(=O)=O	i	0%	u	-2%	-1.8	u	-23%	23µM*	4.2%
COc1ccc(N(Cc2cc3ccccc3[nH]c2=O)S(=O)(=O)c2ccccc2)cc1	i	1%	-10%	-2%	1.3	u	-18%	u	-0.3%
N#CC1=C(N)SC(N)=C(C#N)C1c1ccnc2ccccc12	i	-3%	-8%	2%	-3.0	-6%	3%	8%	0.5%
CNC(=S)NN=C(C)CCCC(C)=NNC(=S)NC	i	x	-7%	18%	-0.6	4.5µM*	-49%	-12%	6.9%
CCCCOc1ccc(S(=O)(=O)Nc2ccc(-c3ccc(N4CCC(C)CC4)nn3)cc2)cc1	x	x	-3%	-11%	x	u	-9%	x	6.6%

Some of these compounds in order of their number in Nrf2 activator, falling:
structure	pAkt inh	Mm-Cpn inhibitor	CCT chaperon mod	TGFb inhibitor	Nrf2 inh	Nrf2 activator
Cc1ccc(C)c(OCc2n[nH]c(=S)o2)c1	i	0%	-2.7	3%	-10%	0.4%
O=C(NCc1cccc(Cl)c1)c1ccncc1	i	1%	-3.0	3%	0%	-0.1%
O=S(=O)(c1ccc2ccccc2c1)N1CCN(S(=O)(=O)N2CCOCC2)CC1	i	x	-0.4	-2%	-12%	-0.3%
COc1ccc(NC(=O)Cn2nnc(C(=O)NCc3cccs3)c2N)cc1OC	i	0%	-1.7	20%	14%	-0.4%

Continuation:
SMILES	pAkt inh	Mm-Cpn inhibitor	A549 viability	Abeta rescue	CCT chaperon mod	TGFb inhibitor	HepG2 viability	Nrf2 inh	Nrf2 activator
CC(C)(C)CN1C(N)=NC[C@@H]1c1ccccc1	i	x	0%	5%	-0.6	-7%	-1%	4%	-0.1%
Cc1cc(OCC(=O)Nn2cnnc2)ccc1Br	i	1%	6%	-18%	-5.2	-3%	-20%	x	0.3%
COc1cccc(NC(=O)c2ccc3c(c2)OCO3)c1	i	1%	0%	-12%	-0.9	-24%	-59%	u	0.3%
COc1cccc(C(C(=O)NC2CCCCC2)N(C(=O)c2csnn2)C2CC2)c1 (stereo not given)	i	1%	-17%	-8%	-1.0	3%	-11%	-10%	0.3%
CC(=O)c1sc2nc(SCC(=O)NCCc3ccccc3)[nH]c(=O)c2c1C	i	-11%	1%	1%	-4.6	-12%	-5%	3%	2.4%
Cc1cc2nnc(SCC(=O)N3CCN(c4ccccc4)CC3)n2c(N)n1	i	2%	0%	-17%	3.1	-12%	5%	10%	0.2%
CN1C(=O)NC2C1N(S(C)(=O)=O)CCN2S(C)(=O)=O (stereo not given)	i	0%	4%	1%	-3.8	-21%	-16%	1%	0.0%
CCCN(Cc1ccccc1)C(=S)Nc1ccc(SC(F)F)cc1	i	0%	1%	27%	1.5	u	9%	5%	0.9%
CCOc1cc(C2C(C(=O)c3ccc(C)cc3)=C(C(=O)OC)Nc3nnnn32)ccc1O (stereo not given)	x	-1%	-20%	24%	-3.2	-5%	4%	-5%	14%

From PubChem BioAssay

This is a random part of the collection. Share with any hit: about 4.3%.
